Compound activity (PubChem BioAssay)
EPAC2 agonist = activates human EPAC2 exchange factor; Q8WZA2; 360,000 tested, 0.079% active; EPAC2 activation, biochemical qHTS; response scale: 100% = 6.5 mM cAMP response; Potency, µM (series often up to 154 µM), without a hit: top-dose activation, hits mostly activators; AID 720711; further: potency means the concentration at half of the fitted maximal effect; nearly all actives have a fitted effect of over 50% in size
Target sequence (Q8WZA2 whole entry, looked up): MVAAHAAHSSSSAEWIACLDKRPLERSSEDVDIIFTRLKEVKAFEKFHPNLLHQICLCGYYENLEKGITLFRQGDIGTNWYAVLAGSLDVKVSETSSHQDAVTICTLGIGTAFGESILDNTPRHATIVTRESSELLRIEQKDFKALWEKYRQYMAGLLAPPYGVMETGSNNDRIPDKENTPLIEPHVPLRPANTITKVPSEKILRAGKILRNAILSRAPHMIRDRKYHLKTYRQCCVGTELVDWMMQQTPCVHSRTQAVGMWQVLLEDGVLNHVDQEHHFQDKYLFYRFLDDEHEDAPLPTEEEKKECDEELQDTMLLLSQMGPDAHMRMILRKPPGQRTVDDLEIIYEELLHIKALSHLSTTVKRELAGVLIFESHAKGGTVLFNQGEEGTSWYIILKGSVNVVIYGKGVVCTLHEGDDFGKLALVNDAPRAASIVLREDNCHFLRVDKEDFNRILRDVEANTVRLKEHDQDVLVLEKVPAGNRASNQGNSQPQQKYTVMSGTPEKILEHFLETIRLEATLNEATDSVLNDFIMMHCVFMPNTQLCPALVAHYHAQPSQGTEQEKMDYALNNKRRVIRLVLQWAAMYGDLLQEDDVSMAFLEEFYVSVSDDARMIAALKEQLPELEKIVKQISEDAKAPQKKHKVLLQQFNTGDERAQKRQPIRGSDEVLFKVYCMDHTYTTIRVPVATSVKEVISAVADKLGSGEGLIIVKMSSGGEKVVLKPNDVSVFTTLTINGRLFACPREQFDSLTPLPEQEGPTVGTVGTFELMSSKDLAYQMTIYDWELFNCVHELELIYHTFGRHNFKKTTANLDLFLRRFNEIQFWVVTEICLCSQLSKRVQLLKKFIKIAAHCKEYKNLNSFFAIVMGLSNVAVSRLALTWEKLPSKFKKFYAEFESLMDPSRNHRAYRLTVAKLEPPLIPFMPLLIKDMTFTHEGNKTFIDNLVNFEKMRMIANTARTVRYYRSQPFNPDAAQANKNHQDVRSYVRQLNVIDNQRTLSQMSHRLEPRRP
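Nucleotide exchange monitored as fluorescence drop when BODIPY-GDP leaves Rap1B. Reaction: 100 nM EPAC2, 250 nM RAP1B-BODIPY-GDP, 50 uM GDP, room temperature, kinetic read over 30 min. Activity expressed relative to 6.5 mM cAMP.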
TDP-43 yeast inh = rescues yeast growth from TDP-43 toxicity; Potency, µM (top dose mostly 46.1 µM), without a hit: at the highest dose growth rescue (activation), most hits filed as activators; 410,000 tested, 1.8% active; TDP-43 expressing yeast growth rescue, BacTiter-Glo, 24 h; AID 652104; further: potency means the concentration at half of the fitted maximal effect; % of control where 0% means no effect; nearly all actives have a fitted effect of over 50% in size
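Yeast cells expressing TDP-43 under galactose induction are exposed to compounds for 24 hr at 30 deg C. BacTiter-Glo luminescence measures growth, so protective compounds score as activators.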
FUS yeast rescue = FUS proteinopathy suppression in yeast; S. cerevisiae FUS-expressing, growth rescue, OD600, 24 h; Potency, µM (doses to about 76.6 µM), for inactives: at the top dose growth rescue (activation), hits mostly activators; 390,000 tested, 0.24% active; AID 1347120;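 further: potency means the concentration at half of the fitted maximal effect; plate controls were DMSO vehicle for no effect and reference control for full effect; nearly all actives have a fitted effect of over 55% in size; some results filed as inactive show a strong effect at the top dose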
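FUS-expressing yeast, raffinose-pregrown, induced in 2% galactose minimal medium at OD 0.005; compounds in a dilution series, 24hr at 30C. Growth restoration read as absorbance at 600 nm. CP55940 positive control, DMSO negative.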
D3 antag = D3 dopamine receptor (human) antagonism. AID 652054. D3R cells, DiscoveRx beta-arrestin luminescence, antagonist mode; active compounds read low. max response, negative = inhibition, %. 360,000 tested, 2.5% active. P35462; in the data active means max response below about -50%; inconclusive means no clear call, values can overlap the other calls; further: on the % scale 0 is the no-effect control and ±100 the full control effect; mostly tested at two doses, the higher about 12 µM
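Cells expressing the human receptor were seeded at 1500 cells/well, incubated overnight at 37 degrees C in 5% CO2, then exposed to library compounds with dopamine controls for 90 minutes at 37 degrees C before luminescent detection.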
aSyn rescue = rescues yeast growth from alpha-synuclein toxicity. Yeast expressing alpha-synuclein, growth rescue, BacTiter-Glo, 24 h. Potency, µM (titrated, usually from 46.1 µM), inactives show top-dose growth rescue (activation), most hits filed as activators. 370,000 tested, 0.14% active. AID 652106; further: potency means the concentration at half of the fitted maximal effect; % of control where 0% means no effect; nearly all actives have a fitted effect of over 65% in size
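Galactose-induced alpha-syn yeast (OD600=0.02, raffinose-pregrown) + pinned cpd, 24 hr, 30 deg C; growth by BacTiter-Glo luminescence. Growth restoration scores as activation.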
DRD3 agonist = agonists of human D3 dopamine receptor | P35462 | D3R DiscoveRx beta-arrestin cells, luminescence, 90 min | max activation, % | 410,000 tested, 0.58% active; in the data active means max activation above about 30%; further: 0% is about no effect; mostly tested at two doses, the higher about 12 µM
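Agonist-mode cell screen: cells plated at 1500/well and incubated overnight at 37 °C, then exposed to library compounds for 90 min at 37 °C. Detection reagent was added for 30–60 min at room temperature, and luminescence was read.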
Abeta rescue = compounds reversing amyloid beta toxicity in yeast | yeast expressing A-beta42, growth rescue, OD600, 48 h; response scale: 0% DMSO, 100% iron-clioquinol control | Potency, µM (top dose mostly 46.1 µM), without a hit: at the highest dose growth rescue, most hits filed as activators | 410,000 tested, 0.063% active | AID 1347071; further: potency means the concentration at half of the fitted maximal effect; nearly all actives have a fitted effect of over 55% in size
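Growth rescue measured by 600 nm absorbance after 48 h yeast culture at 30 C with compound. Values normalized between DMSO and an equimolar ferric chloride plus clioquinol control.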
EPAC2 antag = blocks human EPAC2 exchange factor; 360,000 tested, 0.18% active; AID 720708; EPAC2 GEF exchange of Rap1B-BODIPY-GDP, fluorescence; Potency, µM (series often up to 114 µM), for inactives: top-dose activity, negative = inhibition, actives largely listed as inhibitors; Q8WZA2; further: potency means the concentration at half of the fitted maximal effect; on the % scale 0 is the no-effect control and ±100 the full control effect; nearly all actives have a fitted effect of over 45% in size; many of its hits are not listed in these tables
An asterisk follows results filed as active; ? = inconclusive; nt = no result given; & = joins results of further samples; [ ] = another dose, or the depositor's remark. Unless noted, the call rests on the fitted dose curve; in most records, active means well fitted curve in the direction sought with a large enough effect; inconclusive means small, poorly fitted or top-dose-only effect, or another doubt; inactive means no such curve, though single readings can be large; an effect the other way counts as inactive or inconclusive. Not all compounds are listed. The share of hits here may be higher or lower than overall.

[1] CCn1c(COc2cccc(C)c2)nnc1SCC(=O)CC(=O)Nc1ccccc1OC
[2] O=C(C(=O)N1CCC(Cc2ccccc2)CC1)c1ccccc1Br
[3] COc1ccc(CCNS(=O)(=O)c2ccc3c(c2)CC(C)N3C(C)=O)cc1OC (stereo unspecified)
[4] CCc1ccc2oc(C(=O)Nc3ccccc3OC)cc(=O)c2c1
[5] CC1(C)CC(=O)C=C(Nc2ccc(S(N)(=O)=O)cc2)C1
[6] CSCCC(CO)NC(=O)OCc1ccccc1 (stereo unspecified)
[7] Cc1ccc(C(=O)NCC(=O)OCn2nnc3ccccc3c2=O)cc1
[8] COc1ccc(CCNC(=O)c2cc3c(=O)n(C)c4ccccc4c3n2C)c(OC)c1

entry no.	1	2	3	4	5	6	7	8
EPAC2 agonist	21.8%	3.8%	1.2%	nt	-3.7%	9.6%	5.3%	4.0%
TDP-43 yeast inh	7.7%	?	2.3%	8.1%	-14.0%	2.2%	28.9%	4.5%
FUS yeast rescue	?	23.2%	5.0%	12.7%	10.6%	-7.3%	-5.9%	-16.7%
D3 antag	?	14.1	17.4	nt	20.6	5.3	9.2	24.6
aSyn rescue	2.4%	10.1%	3.9%	nt	-19.7%	-1.0%	0.3%	-2.9%
DRD3 agonist	-3.6	1.1	0.2	7.2	-5.4	3.7	3.7	-6.1
Abeta rescue	14.7%	-11.4%	5.5%	9.9%	3.1%	25.3%	-2.2%	5.9%
EPAC2 antag	-17.3%	-14.0%	-0.2%	nt	7.7%	-1.7%	3.3%	-3.2%

Pulled by compound from the entries so far (3):
[2] O=C(C(=O)N1CCC(Cc2ccccc2)CC1)c1ccccc1Br
[3] COc1ccc(CCNS(=O)(=O)c2ccc3c(c2)CC(C)N3C(C)=O)cc1OC (stereo unspecified)
[7] Cc1ccc(C(=O)NCC(=O)OCn2nnc3ccccc3c2=O)cc1

entry no.	2	3	7
EPAC2 agonist	3.8%	1.2%	5.3%
TDP-43 yeast inh	?	2.3%	28.9%
FUS yeast rescue	23.2%	5.0%	-5.9%
D3 antag	14.1	17.4	9.2
aSyn rescue	10.1%	3.9%	0.3%
DRD3 agonist	1.1	0.2	3.7
Abeta rescue	-11.4%	5.5%	-2.2%
EPAC2 antag	-14.0%	-0.2%	3.3%

(next part)
[9] COCCN1CCN(c2cc(-c3ccccc3)nc3cc(-c4cccc(F)c4)nn23)CC1
[10] Cc1ccc(NC(=O)c2ccc(S(=O)(=O)N3CCCCC3)cc2)cc1
[11] CN(C)CCCNC(=O)c1ccccn1
[12] COc1ccc(CCNC(=O)C2CC2)cc1OC
[13] CCOC(=O)N1CCN(C(=O)C2CC(c3ccc(F)cc3)=NO2)CC1 (stereo unspecified)
[14] Cn1c(N2CCCC2)nc2c1c(=O)n(Cc1ccc(F)cc1)c(=O)n2C
[15] COc1ccc(OC)c(C=NNC(=O)c2ccc(NS(=O)(=O)c3cccs3)cc2)c1
[16] O=S(=O)(c1ccccc1)c1nc(Nc2ccccc2N2CCOCC2)sc1Cl

entry no.	9	10	11	12	13	14	15	16
EPAC2 agonist	5.6%	3.5%	3.0%	10.4%	2.2%	5.5%	19.0%	18.6%
TDP-43 yeast inh	10.2%	9.4%	17.3%	-15.1%	17.1%	-11.9%	0.0%	2.5%
FUS yeast rescue	11.6%	33.7%	-10.1%	-10.4%	-20.1%	2.0%	31.0%	?
D3 antag	23.2	16.5	3.9	1.3	4.2	4.4	-1.6	21.5
aSyn rescue	-11.0%	4.0%	-7.7%	5.7%	-6.3%	-2.6%	-5.4%	-22.1%
DRD3 agonist	14.5	4.7	1.0	6.4	-1.4	-6.2	-6.6	-4.2
Abeta rescue	-1.6%	1.7%	1.2%	8.7%	0.4%	-0.2%	13.6%	2.4%
EPAC2 antag	-10.7%	-2.4%	-1.3%	-2.4%	16.0%	17.8%	5.6%	-5.5%

[17] CC(C)CC(=O)N1CCN(C(=O)c2cccc(F)c2)CC1
[18] COC(=O)C(NC(=O)CCc1c(C)nc2c(c(C)nn2-c2ccccc2)c1C)C(C)C (stereo unspecified)
[19] Cc1ccc(-c2csc(NCCn3c(C(F)(F)F)nc4ccccc43)n2)cc1
[20] Cc1ccc(CONC(=O)c2ccc(Cl)cc2)cc1
[21] COc1ccc(NC(=O)CC(C)(C)C)c([N+](=O)[O-])c1
[22] COc1ccc(S(=O)(=O)NCCSC(C)(C)C)cc1Cl
[23] NCCc1nnc(SCc2ccccc2F)o1
[24] Cc1onc(-c2c(Cl)cccc2Cl)c1C(=O)N=S(C)(=O)c1ccccc1 (stereo unspecified)

entry no.	17	18	19	20	21	22	23	24
EPAC2 agonist	6.4%	0.6%	-7.8%	10.3%	-1.7%	3.6%	2.1%	-10.5%
TDP-43 yeast inh	2.0%	7.2%&27.3%	-1.9%	10.7%	-12.8%	?	0.0%	-24.0%
FUS yeast rescue	-26.1%	8.4%&4.8%	-7.3%	-8.7%	3.1%	5.3%	0.5%	-0.5%
D3 antag	22.6	13.3	-6.5	-3.2	-8.7	-18.1	20.4	-7.3
aSyn rescue	2.0%	10.5%	0.7%	-9.0%[1.84 µM]	1.9%	17.2%	0.7%	5.0%
DRD3 agonist	-2.6	1.5&4.0	28.9	-4.5	6.8	5.8	2.3	-3.9
Abeta rescue	-4.0%	4.7%&0.3%	-5.4%	-4.5%	4.0%	-5.9%	7.8%	-9.6%
EPAC2 antag	1.3%	-13.6%	-5.6%	-0.3%	0.9%	-6.2%	3.5%	-13.3%

[25] C=CCc1ccc(OCc2ccc(C(=O)OC)o2)c(OC)c1
[26] CC(C)c1ccccc1NC(=O)COC(=O)c1cc([N+](=O)[O-])ccc1N1CCOCC1
[27] O=C(Nc1ccccc1Cl)c1cc(C2CCCCN2C(=O)CCc2ccccc2)on1 (stereo unspecified)
[28] CN(C(=O)COC(=O)/C=C/c1ccc(F)cc1)c1c(N)n(Cc2ccccc2)c(=O)[nH]c1=O
[29] O=C(CSc1nnc(CNC(=O)c2cccs2)o1)Nc1ccccc1
[30] Cc1nnc(NC(=O)CSCc2c(C)noc2C)s1
[31] O=C(NNC(=O)c1ccc(F)cc1)c1ccncc1
[32] Cc1ccc(C)c(Cn2c(O)c(N=NC(=S)Nc3ccccc3F)c3ccccc32)c1

entry no.	25	26	27	28	29	30	31	32
EPAC2 agonist	-22.3%	11.0%	13.1%	-4.7%	9.3%	11.3%	3.5%	-3.1%
TDP-43 yeast inh	14.0%	-11.3%	10.7%	-2.7%	-19.7%	11.4%	5.2%	4.1%
FUS yeast rescue	22.7%	33.2%	32.0%	-7.3%	9.3%	36.6%	-13.9%	19.5%
D3 antag	34.5	-24.3	-21.3	-14.5	19.9	-15.4	34.4	-7.3
aSyn rescue	0.9%	-10.6%	0.8%	-14.3%	-0.7%	-1.1%	0.6%	-4.6%
DRD3 agonist	2.8	-19.7	2.8	-16.3	1.0	-0.7	7.5	-5.4
Abeta rescue	-2.9%	-3.0%	-0.5%	9.4%	13.5%	-3.0%	-9.8%	-13.6%
EPAC2 antag	-7.8%	-2.3%	2.4%	24.5%	0.2%	5.1%	-6.3%	-0.3%

[33] O=C(NCCN1CCOCC1)c1ccc(=O)oc1
[34] O=C(O)CSc1c2c(nc3cc(C(=O)NCCN4CCOCC4)ccc13)CCC2
[35] NC(=NC1CCCCC1)NS(=O)(=O)c1ccccc1
[36] CC(Oc1ccc2c(c1)c1ccnc3c4ccccc4c(=O)n2c13)C(=O)NCCN1CCOCC1 (stereo unspecified)
[37] CN(CC(=O)Nc1ccc(C#N)cc1)Cc1ccc(Cl)c(Cl)c1
[38] CCCc1nnc(NC(=O)CCC(=O)N2CCN(c3ccccc3)CC2)s1
[39] CC(C)c1ccccc1NC(=O)c1ccco1
[40] CCC(=O)Nc1ccc(N2CCN(C(=O)c3cccs3)CC2)cc1

entry no.	33	34	35	36	37	38	39	40
EPAC2 agonist	-0.6%	2.6%	9.1%	-6.3%	15.8%	5.1%	-1.8%	15.9%
TDP-43 yeast inh	10.5%	-16.4%	3.4%	11.6%	-6.9%	-20.7%	-9.2%	-3.3%
FUS yeast rescue	14.8%	17.3%	1.8%	5.0%	21.1%	9.6%	15.0%	19.6%
D3 antag	-3.4	7.3	8.8	-12.0	79.5	-3.4	11.8	-23.3
aSyn rescue	4.5%	-2.4%	0.1%	0.7%	-1.1%	-6.9%	-2.3%	-2.6%
DRD3 agonist	-1.1	-3.0	5.6	-52.8	3.2	-8.0	13.4	-2.1
Abeta rescue	11.9%	-16.2%	-16.8%	-4.9%	1.3%	-18.8%	4.4%	-5.7%
EPAC2 antag	-3.5%	10.8%	4.9%	9.0%	-14.3%	13.6%	3.2%	3.0%[57.1 µM]

[41] CCCCN(C)CCC(=O)Nc1ccc2c(c1)CCC2
[42] Cc1cc(NC(=O)CCn2c(=O)sc3ccccc32)no1
[43] O=C(COc1cccc(F)c1)NNC(=O)Cc1ccc(S(=O)(=O)N2CCOCC2)s1
[44] Cc1cc(-c2nnc(CCC(=O)N(C)Cc3cccc4ccccc34)o2)no1
[45] Cc1ccn2c(CNC(C)CCn3cccn3)c(C(=O)N3CCCCCC3)nc2c1 (stereo unspecified)
[46] CCC(=O)Nc1ccc(S(=O)(=O)NC[C@H]2O[C@@H](n3cc(C)c(=O)[nH]c3=O)C[C@@H]2O)cc1
[47] Cc1ccc(NC(=O)CN(c2ccc(Cl)cc2)S(=O)(=O)c2cc([N+](=O)[O-])ccc2Cl)cc1
[48] COCOc1cccc(CN2CCC2(C)C(=O)Nc2ccc(OC)c(OC)c2)c1 (stereo unspecified)

entry no.	41	42	43	44	45	46	47	48
EPAC2 agonist	11.6%	-0.8%	6.7%	-1.5%	14.7%	9.0%	2.8%	3.1%
TDP-43 yeast inh	-20.0%	-9.3%	18.7%	-11.6%[0.397 µM]	-12.4%	11.2%	6.6%	16.1%
FUS yeast rescue	15.9%	5.8%	3.3%	8.5%	4.5%	-20.1%	nt	-3.4%
D3 antag	-57.3*	6.5	26.5	-18.5	-3.2	-1.4	-15.2	11.5
aSyn rescue	-2.5%	-1.8%	2.6%	1.0%	-1.9%	0.2%	-0.6%	-4.1%
DRD3 agonist	-15.0	-5.9	0.2	1.6	-8.3	0.7	-9.0	2.9
Abeta rescue	-4.8%	10.5%	-1.0%	6.6%	3.2%	-0.6%	0.5%	-12.7%
EPAC2 antag	-4.4%	1.8%	2.8%	-0.9%	0.3%	4.5%	-7.1%	-4.7%
